High-throughput results as filed in PubChem.
PV pol inh = inhibitors of poliovirus RNA polymerase binding and polymerization; 150,000 compounds, 0.66% hits; % elongation, % (compound at 16.7 µg/mL); P03300; poliovirus polymerase elongation, fluorescence polarization; stronger effect = lower value; AID 588519; in the data active means % elongation below about 90%; further: some results filed as inactive read as strong as hits
Target sequence (P03300 1749-2209 limits assumed): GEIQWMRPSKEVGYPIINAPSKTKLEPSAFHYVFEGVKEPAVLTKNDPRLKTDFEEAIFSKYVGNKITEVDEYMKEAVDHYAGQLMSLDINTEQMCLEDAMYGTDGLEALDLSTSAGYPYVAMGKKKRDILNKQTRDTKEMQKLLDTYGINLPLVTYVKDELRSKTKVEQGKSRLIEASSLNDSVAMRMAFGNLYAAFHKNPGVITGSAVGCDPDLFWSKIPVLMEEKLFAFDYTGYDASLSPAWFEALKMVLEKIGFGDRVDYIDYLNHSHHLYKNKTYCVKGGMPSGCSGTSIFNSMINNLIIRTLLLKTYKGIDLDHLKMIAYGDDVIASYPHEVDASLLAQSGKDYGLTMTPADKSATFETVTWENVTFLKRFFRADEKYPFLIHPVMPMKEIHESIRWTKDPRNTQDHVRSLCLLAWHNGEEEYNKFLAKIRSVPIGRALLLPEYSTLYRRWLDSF
PV pol inh FP z-score = recorded beside PV pol inh, whose call it bears; z-score; measured here: FP z-score; hits read low
* hit, by the source's call; & = joins results of further samples. The list is partial, so the mix of outcomes need not match the whole.

Order of results: PV pol inh	PV pol inh FP z-score
C[N+]1(CC(O)CN2CCCC2=O)CCCCCC1 (centres undefined)
    107	0.4
COc1ccc(NS(=O)(=O)c2cc3[nH]c(=O)c(=O)[nH]c3cc2C)cc1Cl
    99	-1.5
CCCc1cc(SCC(=O)OC)n2c(nc3ccccc32)c1C#N
    99	-0.7
NC(=O)C1CCN(CC(O)COc2ccccc2F)CC1 (centres undefined)
    101	-0.4
Cc1ccc(C)n1CCOC(=O)c1cccc(S(=O)(=O)NCc2ccccc2)c1
    99	-0.2
CCOc1ccccc1C(=O)Nc1ccc2nc3c(c(Nc4ccc(OC)c(OC)c4)c2c1)CCCC3
    100	-0.5
COc1ccc(OCCC(=O)N2CCN(c3ccccc3)CC2)cc1
    104	0.9
CCn1c(=O)[nH]c(=O)c2cc(C(=O)c3cc(Cl)cc(Cl)c3O)cnc21
    110	1.1
Cc1ccc(C)c(N2CCN(c3nc4ccccc4n4nnnc34)CC2)c1
    100	-2.4
Cc1sc2ncnc(N3CCOCC3)c2c1-c1ccc(F)cc1
    104	0
CCOC(=O)Cc1cc(=O)n2[nH]c(-c3ccccc3)cc2n1
    101	-0.1
CCCN(Cc1cccs1)C(=O)Nc1cc(Cl)ccc1C
    113	1.1
CCOC(=O)c1sc(=S)n(Cc2ccco2)c1C
    105	0.9
CCC(CC)C(=O)NC1CCSC1=O (centres undefined)
    103	0.3
COc1ccc(OC)c(Nc2ncnc3c2cnn3-c2cccc(Cl)c2)c1
    111	0.7
Cc1ccc(S(=O)(=O)N2CCC3(CC2)OCCO3)cc1
    101	-0.5
Cc1ccc(-n2nc(C)c3c(C)cc(C(=O)O)nc32)cc1C
    104	0.4
Oc1c(CN2CCCCC2)ccc2cccnc12
    155	5.8
CCOc1ccc2oc(C(=O)OC3CCCC3=O)c(C)c2c1 (centres undefined)
    103	0.5
NC(Cc1ccc2nsnc2c1)C(=O)O (centres undefined)
    101	-0.3
CC(=O)N1C(=O)C2(N=C(N)NC(Nc3cccc(C(F)(F)F)c3)=N2)c2ccccc21 (centres undefined)
    101	-0.1
CC1(C)CC(NCc2ccccc2)=CC(=C(C#N)C#N)C1
    103	0.6
CC1SCC(NC(=O)c2ccccc2Cl)CS1 (centres undefined)
    100	-0.5
CC(=O)Nc1nonc1Nc1cc(C)nn1-c1ccccc1
    103	0
Cc1cccc(CSc2ncc(Cl)c(C(=O)Nc3sc4c(c3C(N)=O)CCCC4)n2)c1
    107	0.2
CS(=O)C1CCCCC1(O)CSc1nc(-c2cccs2)cc(-c2ccccc2)c1C#N (centres undefined)
    102	0.2
COc1ccc(CCNC(=O)CCS(=O)(=O)c2cc3c(cc2Cl)NC(=O)CO3)cc1OC
    101	-1.1
CC(C)(C)NC(=O)C1CC2CCCC(C1)C2=O (centres undefined)
    104	0.4
O=C(NCc1ccco1)N(c1ccccc1)c1ccccc1
    103	0.3
O=C1CCc2cc(S(=O)(=O)NCc3ccc(Cl)cc3)cc3c2N1CC3
    109	0.6
CCCC1=C(C(=O)OCC)C2(C(=O)N1)C(C(=O)OC(C)C)=C(N)Oc1ccccc12 (centres undefined)
    101	0.4
CCCNS(=O)(=O)C1CCS(=O)(=O)C1 (centres undefined)
    103	0.3
CC(=O)Nc1ccc(/C=N/NC(=O)c2ccccc2-n2cccc2)cc1
    99	-0.2
CCc1ccccc1Nc1nn2c(=O)c3ccc(C(=O)NC4CCCCC4)cc3nc2s1
    106	-0.2
CCC(=O)N1C(C(=O)O)CSC12CCN(C)CC2 (centres undefined)
    100	-0.5
CC(=O)N1CCc2c(sc3nc(SCC(N)=O)n(-c4ccc(F)c(Cl)c4)c(=O)c23)C1
    102	-0.8
COc1ccc(-n2nnnc2SCSc2nnnn2-c2ccc(OC)cc2)cc1
    104	0.5
CC(NC(=O)C1CCCCN1S(=O)(=O)c1cccc2nsnc12)C12CC3CC(CC(C3)C1)C2 (centres undefined)
    101	-0.1
CS(=O)(=O)N1CCC(C(=O)NC2CCCC2)CC1
    102	0.4
Cc1ccccc1OCC1CN(CN(CC(C)C)CC(C)C)C(=O)O1 (centres undefined)
    103	0.4
CCC(=O)N1CCc2cc(S(=O)(=O)N(C)CC(OC)OC)ccc21
    99	-0.4
CC1=C(c2ccc(C(C)C)cc2)S(=O)(=O)NC1=NCc1ccc(OC(C)C)cc1
    109	0.3
Cc1cc(C(=O)N2CCC(C)CC2)nc2c1c(C)nn2-c1ccccc1
    106	2
CC1CCCCC1NC(=O)COC(=O)c1ccc(C#N)cc1 (centres undefined)
    101	-0.3
O=C(COC(=O)C1=COCCO1)NCc1ccc(Cl)cc1
    101	-0.1
CC1CC(N(C(=O)c2ccc(Cl)cc2)c2ccccc2)c2ccccc2N1C(=O)c1ccco1 (centres undefined)
    104	0.6
COc1cc(OC)cc(C(=O)N2c3ccccc3N3C(c4c(C)cc(C)cc4C)=NON23)c1
    103	0.3
FC(F)(F)C1(C(F)(F)F)N=C(N2CCOCC2)OC(N2CCOCC2)=N1
    104	0.1
O=C(CSc1nnc(-c2ccc(F)cc2)c2ccccc12)NC(=O)NCc1ccco1
    102	-0.2
COc1ccc(Cl)cc1N(C)C(=O)Cn1ncc2c1-c1ccccc1OC2
    99	-0.8
COCc1cc(=O)[nH]c(/N=C(\N)Nc2ccc(C)cc2C)n1
    105	0.9
Nc1ncn(C(=O)c2ccccc2)n1
    101	-0.1
O=c1ccc(S(=O)(=O)N2CCCC2)c[nH]1
    108	0.6
CCCn1c(NC(=O)C2CCCC2)nc2ccccc21
    102	-0.1
COc1ccc(Cl)cc1NC(=O)CSc1nc2nccnc2c(=O)n1CC1CCCO1 (centres undefined)
    101	0.1
CC1(C2CCC3C4CCC5CC6(C/C(=N\O)C5(C)C4C(O)CC32C)OCCO6)OCCO1 (centres undefined)
    100	-0.5
O=C1CC(c2ccco2)Sc2ccccc2N1 (centres undefined)
    104	0.2
CC1CCc2c(sc(NC(=O)CN3CCN(S(=O)(=O)c4cccs4)CC3)c2C(=O)OC(C)C)C1 (centres undefined)
    103	0.2
Cc1cc(=O)oc2c1ccc1occ(NO)c12
    102	0.5
NNCc1ccccc1
    102	0.3

The list continues.
| compound | PV pol inh | PV pol inh FP z-score |
| --- | --- | --- |
| c1ccn2cc(-c3ccc4c(c3)OCO4)cc2c1 | 120 | 1.5 |
| O=C(O)C1CCCN(CCc2ccccn2)C1 (centres undefined) | 103 | 0.3 |
| CCOc1ccc(NC(=O)CCS(=O)(=O)c2ccc3c(c2)OCC(=O)N3)cc1 | 101 | 0.1 |
| Cc1ccccc1-c1nc2scc(CCNS(=O)(=O)c3ccccc3)n2n1 | 103 | -0.9 |
| Cc1cc(=O)oc2cc(OC(C)C(=O)NN)ccc12 (centres undefined) | 91 | -0.8 |
| Cn1cc(CC(=O)NCCN2CCN(c3cccc(Cl)c3)CC2)c2ccccc21 | 104 | 0.6 |
| CCOC(=O)c1c(C)c(C(=O)N2CCCCCC2)c(C)n1CC | 102 | -0.1 |
| C=CCN1C(=O)/C(=C2\SC(N3CCCCC3)=NC2=O)c2ccccc21 | 100 | -0.2 |
| CC(C)(C)C1=CC(=O)C(N2CCOCC2)=CC1=O | 103 | 0.1 |
| O=C(Nc1ncccn1)c1c[nH]c2ccccc2c1=O | 100 | -0.3 |
| CCCNC(=O)c1ccc2c(c1)ncn2-c1ccc(OCc2ccccc2)cc1 | 103 | 0.8 |
| Cc1ccc(C)n1-c1ncccc1OCc1nnc(-c2ccc3ccccc3c2)o1 | 104 | 0.4 |
| Cc1nnc(SCC(=O)Nc2sccc2C#N)s1 | 99 | -1.3 |
| CC1=NN(C(C)(C)C)C(=O)C1 | 98 | -0.8 |
| CCc1cccc(NC(=O)COc2cc(=O)n(CC)c3ccccc23)c1 | 100 | -1.5 |
| CC1(C)CC(=O)C2=C(C1)OC1=C(C(=O)CC(C)(C)C1)C2c1ccccc1Cl | 107 | 0.4 |
| CCSc1nc(-c2ccc(C)cc2)cc(C(F)(F)F)c1C#N | 101 | -0.1 |
| Cc1nc2n(CC(=O)c3ccccc3)c3ccccc3n2n1 | 102 | 0.3 |
| Cc1ccc(NC(=O)Cn2cc3c(n2)CCC(C)C3)cc1C (centres undefined) | 106 | -0.3 |
| CC1CN(C(=O)CCC(=O)NC2CCCC2)c2ccccc2O1 (centres undefined) | 106 | 1.1 |
| COc1ccccc1N1CCN(C(=O)C(Cc2ccccc2)N2Cc3ccccc3C2=O)CC1 (centres undefined) | 101 | 0 |
| COc1ccccc1CNC(=O)c1cccn1-c1nnc(N2CCCC2)s1 | 112 | 1.2 |
| COc1ccc(-n2nc(C(=O)Nc3cccc(C(F)(F)F)c3)c3c4ccccc4n(C)c3c2=O)cc1 | 112 | 1.1 |
| CCOc1ccc(OCC)c(NC(=O)c2ccc3c(c2)N(Cc2ccccc2)C(=O)CS3=O)c1 (centres undefined) | 103 | 0.4 |
| CC1CC(C)CN(CCCNS(=O)(=O)c2cccc3cccnc23)C1 (centres undefined) | 103 | 1.1 |
| CCCN(CCC)C(=O)c1c[nH]c2ccc(S(=O)(=O)N(C)c3ccc(Cl)cc3)cc2c1=O | 102 | 0 |
| COc1cccc(N2CCN(S(=O)(=O)c3ccc4c(c3)CCCN4C(C)=O)CC2)c1 | 110 | 0.5 |
| CCc1cccc(C)c1NC(=O)C(CC)n1ncn2c(cc3cc(C)ccc32)c1=O (centres undefined) | 108 | 0.3 |
| COc1ccc(C(=O)C(O)c2ccc(OC)cc2)cc1 (centres undefined) | 104 | 0.1 |
| CCOC(=O)c1c(-c2ccccc2)csc1NC(C)=O | 103 | 0.1 |
| CC1CCCCN1C(=O)COC(=O)c1ccc(N2CCCC2=O)cc1 (centres undefined) | 101 | -0.4 |
| CCc1ccccc1NC(=O)Cn1ncc2c(C)n(Cc3ccccc3F)c(C)c2c1=O | 109 | 0.5 |
| Cn1c(/C=N/O)nc2ccccc21 | 102 | -0.2 |
| CN(C)CCn1c2c(c(SCC(=O)Nc3ccc(F)cc3F)nc1=O)CCC2 | 111 | 1 |
| O=C(O)C1CCCCN1S(=O)(=O)c1cccc2nsnc12 (centres undefined) | 101&101 | 0.1&-0.1 |
| Cc1c(-c2nc(-c3ccccc3)no2)nnn1-c1ccc(F)c(Cl)c1 | 81* | -1.8* |
| Cc1cccc(NC(=O)Cn2c(=O)n(Cc3ccccc3)c(=O)c3oc4ccccc4c32)c1C | 108 | 0.2 |
| CCc1cc2c3c([nH]c2cc1S(=O)(=O)NC(C)(C)C)CCCC3=O | 100 | -0.1 |
| CC(C)N(C(=O)CSc1ncn[nH]1)c1ccccc1 | 101 | -0.1 |
| Nc1ncnc2nc(SCc3ccc(Cl)cc3Cl)[nH]c12 | 102 | 0.1 |
| CC1=C(c2ccc(C(C)C)cc2)S(=O)(=O)NC1=NCc1ccccc1C | 104 | -0.7 |
| CCc1ccccc1N(C)C(=O)c1ccc2c(=O)n3c(nc2c1)CCCCC3 | 101 | -1.9 |
| CNC(=S)N/N=C(\C)c1ccc(N2CCOCC2)cc1 | 106 | 0.4 |
| O=C(COc1ncnc2c(Cl)cc(Cl)cc12)NCCCN1CCCC1=O | 100 | -0.4 |
| CCN(CC)CCNCc1cc(C)n(-c2cc(C)on2)c1C | 105 | 0.3 |
| CCC(CC)C(=O)N1CCc2cc(OC)c(OC)cc2C1COc1ccc2c(C)cc(=O)oc2c1 (centres undefined) | 108 | 0.7 |
| CN(C(=O)CN(CCO)CC(=O)N(C)C(C)(C)Cc1ccccc1)C(C)(C)Cc1ccccc1 | 99&101 | -0.2&0.2 |
| CCC(Oc1ccccc1)C(=O)N1CCN(c2ccc(OC)cc2)CC1 (centres undefined) | 100 | -0.2 |
| O=C(COC(=O)c1ccc(-n2cnnn2)cc1)c1ccc(S(=O)(=O)N2CCCCC2)cc1 | 105 | 0.1 |
| Cc1cccn2c(=O)cc(COc3cccc(NC(=O)c4cccc(Cl)c4)c3)nc12 | 111 | 1 |
| CCCn1c(SC(C)C(=O)C23CC4CC(CC(C4)C2)C3)n[nH]c1=O (centres undefined) | 104 | 0.1 |

Not a retest: 17 of the compounds above.
| compound | PV pol inh | PV pol inh FP z-score |
| --- | --- | --- |
| CCc1ccccc1NC(=O)Cn1ncc2c(C)n(Cc3ccccc3F)c(C)c2c1=O | 109 | 0.5 |
| Cn1c(/C=N/O)nc2ccccc21 | 102 | -0.2 |
| CN(C)CCn1c2c(c(SCC(=O)Nc3ccc(F)cc3F)nc1=O)CCC2 | 111 | 1 |
| O=C(O)C1CCCCN1S(=O)(=O)c1cccc2nsnc12 (centres undefined) | 101&101 | 0.1&-0.1 |
| Cc1c(-c2nc(-c3ccccc3)no2)nnn1-c1ccc(F)c(Cl)c1 | 81* | -1.8* |
| Cc1cccc(NC(=O)Cn2c(=O)n(Cc3ccccc3)c(=O)c3oc4ccccc4c32)c1C | 108 | 0.2 |
| CCc1cc2c3c([nH]c2cc1S(=O)(=O)NC(C)(C)C)CCCC3=O | 100 | -0.1 |
| CC(C)N(C(=O)CSc1ncn[nH]1)c1ccccc1 | 101 | -0.1 |
| Nc1ncnc2nc(SCc3ccc(Cl)cc3Cl)[nH]c12 | 102 | 0.1 |
| CC1=C(c2ccc(C(C)C)cc2)S(=O)(=O)NC1=NCc1ccccc1C | 104 | -0.7 |
| CCc1ccccc1N(C)C(=O)c1ccc2c(=O)n3c(nc2c1)CCCCC3 | 101 | -1.9 |
| CNC(=S)N/N=C(\C)c1ccc(N2CCOCC2)cc1 | 106 | 0.4 |
| O=C(COc1ncnc2c(Cl)cc(Cl)cc12)NCCCN1CCCC1=O | 100 | -0.4 |
| CCN(CC)CCNCc1cc(C)n(-c2cc(C)on2)c1C | 105 | 0.3 |
| CCC(CC)C(=O)N1CCc2cc(OC)c(OC)cc2C1COc1ccc2c(C)cc(=O)oc2c1 (centres undefined) | 108 | 0.7 |
| CN(C(=O)CN(CCO)CC(=O)N(C)C(C)(C)Cc1ccccc1)C(C)(C)Cc1ccccc1 | 99&101 | -0.2&0.2 |
| CCC(Oc1ccccc1)C(=O)N1CCN(c2ccc(OC)cc2)CC1 (centres undefined) | 100 | -0.2 |
